KCNQ1 act = potentiators or activators of human KCNQ1 potassium channel | B-score at 10 µM | actives 0.35% (n = 310,000) | CHO-K1 KCNQ1, thallium flux FluxOR fluorescence; stronger effect = higher value | AID 2648;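 active = fluorescence ratio B-score, a plate-corrected score, at least three library SD, with initial intensity B-score within 5 SD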
Target sequence (P51787 whole entry, looked up): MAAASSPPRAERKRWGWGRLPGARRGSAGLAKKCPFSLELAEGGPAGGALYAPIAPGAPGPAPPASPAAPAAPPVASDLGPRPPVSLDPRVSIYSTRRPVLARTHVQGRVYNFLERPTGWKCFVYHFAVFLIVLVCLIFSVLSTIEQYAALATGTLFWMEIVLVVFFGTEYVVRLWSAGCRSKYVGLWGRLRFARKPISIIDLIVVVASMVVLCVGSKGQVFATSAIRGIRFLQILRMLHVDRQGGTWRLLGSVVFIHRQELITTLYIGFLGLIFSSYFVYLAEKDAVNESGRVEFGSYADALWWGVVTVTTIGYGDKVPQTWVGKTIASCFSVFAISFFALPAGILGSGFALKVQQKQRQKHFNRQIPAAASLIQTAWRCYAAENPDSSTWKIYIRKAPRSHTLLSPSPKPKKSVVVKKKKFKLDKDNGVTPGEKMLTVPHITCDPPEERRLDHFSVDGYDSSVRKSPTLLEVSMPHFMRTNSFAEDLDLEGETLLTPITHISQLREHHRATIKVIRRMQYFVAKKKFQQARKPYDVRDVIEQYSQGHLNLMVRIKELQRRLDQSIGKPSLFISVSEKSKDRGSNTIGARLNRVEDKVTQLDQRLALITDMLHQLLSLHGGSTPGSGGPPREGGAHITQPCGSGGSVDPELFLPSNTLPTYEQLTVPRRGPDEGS
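Medium – assay buffer, equal DMSO in all wells · Material – CHO-K1 cell line with stable KCNQ1 potassium channel expression · Signal – kinetic FluxOR thallium fluorescence, 10-s 1-Hz baseline, 110-s post-stimulus read · Compound – single concentration per compound, DMSO matched to controls · Schedule – 37 °C overnight plating, 90-min dark dye load, 20-min compound pretreatment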
KCNQ1 inh = inhibitors of human KCNQ1 potassium channel. AID 2642. B-score at 10 µM. P51787. actives 1.3% (n = 310,000). CHO-K1 KCNQ1, FluxOR thallium flux fluorescence; stronger effect = higher value;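 active = compounds whose thallium flux B-score, printed positive for inhibition, exceeds three library SD while starting fluorescence stays within three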;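 note: channel opened by potassium depolarization with thallium stimulus after 20 min compound exposure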
HDAC3 inh = inhibitors of human histone deacetylase 3 | actives 0.15% (n = 320,000) | inhibition, % at 8.3 µM | recombinant HDAC3, fluorogenic peptide/trypsin coupled, fluorescence | AID 2718 | O15379; in the data active = inhibition above about 26%, passing the limit was not always enough
RGS4 pot = potentiators or activators of RGS4. HEK293 M3R/inducible RGS4, carbachol calcium flux Fluo4; stronger effect = lower value. B-score at 10 µM. actives 0.92% (n = 310,000);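 active = B-score of the integrated calcium signal more than 4 SD below the library mean, with starting fluorescence not abnormally high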;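 note: negative B-score means reduced calcium response which marks RGS4 activation or potentiation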
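Material: Inducible-RGS4 HEK293 cells carrying M3 receptor; also added: carbachol at ECmax as muscarinic agonist stimulus; incubation: compound preincubation 20 min at room temperature before agonist; signal: Fluo4-AM (2 µM) calcium-flux fluorescence, kinetic read; measure: integrated calcium ratio converted to B score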
KCNK3 block = human KCNK3 channel inhibition, primary screen | O14649 | B-score at 10 µM | CHO-KCNK3 thallium flux, FluxOR fluorescence; stronger effect = lower value | actives 0.84% (n = 340,000) | AID 602410;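 active = B-score under library mean minus 4 SD, starting fluorescence ratio at most library mean plus 5 SD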;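 note: more negative B-score means stronger inhibition of thallium flux through KCNK3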
KCNK9 inh = blocks the human KCNK9 two-pore domain potassium channel; HEK293 KCNK9, FluxOR thallium flux fluorescence; stronger effect = lower value; B-score at 10 µM; actives 1.2% (n = 310,000);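 active = ratio B-score over 3 SD below the library mean, with starting fluorescence within 5 SD of its mean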;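 note: negative B-score means less thallium flux so channel inhibition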
Target sequence (Q9NPC2 whole entry, looked up, the tested form may be a part): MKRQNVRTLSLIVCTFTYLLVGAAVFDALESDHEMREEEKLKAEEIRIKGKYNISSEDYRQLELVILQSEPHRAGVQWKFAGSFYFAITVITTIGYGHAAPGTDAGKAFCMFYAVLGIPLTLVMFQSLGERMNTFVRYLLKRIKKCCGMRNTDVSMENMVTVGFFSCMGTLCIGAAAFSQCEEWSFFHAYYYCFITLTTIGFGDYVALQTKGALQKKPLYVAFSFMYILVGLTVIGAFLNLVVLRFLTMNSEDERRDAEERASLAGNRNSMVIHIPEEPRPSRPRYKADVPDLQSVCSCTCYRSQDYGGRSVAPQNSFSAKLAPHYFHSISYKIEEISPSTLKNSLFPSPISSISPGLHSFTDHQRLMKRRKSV
hERG protect = hERG (human) protection from proarrhythmic block; activation (rescue from dofetilide block), less the hit threshold, % at 10 µM; AID 1511; actives 0.51% (n = 310,000); CHO-hERG, FluxOR thallium flux, dofetilide IC70 present;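 active = activation above the mean of controls blocked by dofetilide plus 5 SD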;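 note: thallium influx through hERG after potassium depolarization seen as dye fluorescence rise; in these data hits start at about 4.7%; inactives centre near -7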
ANO1 block = inhibitors of mouse TMEM16A calcium-activated chloride channel; normalized B-score (activity score, 25-100; higher = stronger inhibition) at 10 µM; actives 1.2% (n = 310,000); HEK293 TMEM16A/YFP iodide influx fluorescence, ionomycin; Q8BHY3; AID 588511;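 active = ratio plate-corrected score three or more library SD toward inhibition, starting fluorescence score within five deviations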;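 note: score derived from kinetic fluorescence span divided by baseline fluorescence per well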
ANO1 activ = activators or potentiators of mouse TMEM16A chloride channel; B-score at 10 µM; actives 0.3% (n = 340,000); HEK293 TMEM16A/YFP-H148Q/I152L, iodide quench fluorescence; stronger effect = lower value; AID 623877;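 active = fluorescence-ratio B-score plate-corrected deviation score at least 3 library SD below zero, with starting fluorescence score within 5 deviations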;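 note: channel opened by trigger with iodide after compound preincubation; score built on the fluorescence ratio of max minus min over baseline; more negative score means more quench and so TMEM16A activation or potentiation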
SKKanGAS inh = inhibitors of SKKanGAS S. pyogenes growth in kanamycin (SK-promoter or general growth effect). BacTiter-Glo, 6 h. inhibition, % at 7.5 µM. actives 1.3% (n = 300,000). AID 1662;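 active = mean replicate score, as percent of positive control median, at least 50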;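 note: strain carries kanamycin resistance gene driven by streptokinase promoter and grows in 40 µg/ml kanamycin; loss of luminescence reflects streptokinase promoter inhibition or plain growth inhibition; 0% = median of DMSO wells and 100% = positive control at its reference dose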
RGS4 block = human RGS4 inhibition. P49798. HEK293 M3R/RGS4 inducible, Fluo-4 calcium flux; stronger effect = higher value; triggered by carbachol at its EC20. B-score at 10 µM. actives 0.45% (n = 310,000). AID 463165;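 active = B-score, a plate-corrected calcium signal, over three deviations above library mean, with baseline fluorescence within five deviations of library mean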;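 note: RGS4 expression induced by doxycycline in cells with stable M3 receptor; B-score is computed from the integrated fluorescence ratio over baseline after carbachol; higher B-score means a larger calcium signal and so more RGS4 inhibition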
* marks the source's active call; other numbers are inactive results; i = inactive; · = not tested or not shown.

SMILES	KCNQ1 act	KCNQ1 inh	HDAC3 inh	RGS4 pot	KCNK3 block	KCNK9 inh	hERG protect	ANO1 block	ANO1 activ	SKKanGAS inh	RGS4 block
CCC(=O)N1CCC2(CC1)Oc1ccc(F)cc1C(=O)C21CC(c2ccc(Cl)cc2)=NO1 (stereo not given)	i	i	-4.8	i	i	i	-6.8	i	i	6.5	i
COC(=O)c1ccc(-n2nnnc2SCC(=O)N2CCCCC2)cc1	i	i	-5.9	i	i	i	-1.9	i	i	2.3	i
CC(=O)C1=C(C)N(Cc2ccccc2)C(=O)N[C@@H]1c1cccc(C(F)(F)F)c1	i	i	9.4	i	i	i	-3.4	i	i	12.2	i
C=CCNC(=O)c1ccccc1NC(=O)COc1ccc(OC)cc1	i	i	-4.5	i	i	i	-1.1	i	i	-0.4	i
Cc1ccc(N(Cc2ccc(C(=O)NCCSc3ccccn3)cc2)S(C)(=O)=O)cc1C	i	i	3.8	i	i	i	-8.8	i	i	-8.3	i
CCOCc1c(C(=O)OCC(=O)/C(C#N)=C(\C)N)oc2ccccc12	i	i	3.4	i	i	i	-3.0	i	i	·	i
O=C(NN1C(=O)c2ccccc2NC1c1ccco1)c1ccc(Br)cc1 (stereo not given)	i	i	-11.2	i	i	i	-7.7	i	i	0.0	i
CN(C)CC(C)(C)CNC(=O)C1CCN(CCCc2ccccc2)CC1	i	i	5.6	i	i	i	-4.6	i	i	7.7	i
O=[N+]([O-])c1cccc(CN2[C@@H](Cc3ccccc3)COCCS2(=O)=O)c1	i	i	2.4	i	i	i	-5.3	i	i	-0.9	i
COC(=O)c1ccc(NC(=O)C[n+]2ccccc2)cc1	i	i	2.8	i	i	i	-12.5	i	i	-2.0	i
CCCn1c(O)c(N=NC(=O)CNC(=O)c2ccncc2)c2ccccc21	i	i	6.3	i	i	i	-10.6	i	i	-2.4	i
COc1cc(C(=O)N2CCN(c3ncnc4sc(C)c(C)c34)CC2)cc(OC)c1OC	i	i	8.7	i	i	i	-13.6	25*	i	-8.1	i
O=C(OCCNC(=O)c1ccc2ccccc2n1)c1ccc(F)cc1	i	i	2.3	i	i	i	-17.5	i	i	-6.6	i
CC(NC(=O)c1ccccc1)C(=O)NC1=NCCS1 (stereo not given)	i	i	4.4	i	i	i	-14.8	i	i	4.3	i
Cc1c(Cc2ccccc2)sc(/N=C/c2c(O)ccc3ccccc23)c1C(N)=O	i	7*	-18.7	i	i	i	-8.8	i	i	34.6	i
O=C(CCCSc1nnnn1-c1cccc2ccccc12)c1ccc(F)cc1	i	i	11.0	i	-9.64*	-8.24*	-14.6	i	i	1.3	i
CC(=O)Oc1ccc(-c2cccc(C(=O)N(C)c3ccc(O)cc3)c2)cc1	i	i	-4.7	i	i	i	-11.6	i	i	-0.5	i
CC(=O)c1c(O)cc(O)c(C(C)=O)c1O	i	i	9.3	i	i	i	-7.6	100*	i	90.8*	i
O=C(CN1CCC(C(=O)c2ccc(F)cc2)CC1)Nc1ccc(F)cc1	i	i	1.5	i	i	i	-17.5	100*	i	-7.1	i
Cc1cc(C)c2c(CC(=O)N(CCC#N)Cc3cccnc3)coc2c1	i	i	-11.1	i	i	i	-5.2	i	i	6.6	i
CCC(C)C(NC(=O)C1CCC(C)CC1)C(=O)NCc1ccccn1 (stereo not given)	i	i	0.4	i	i	i	-9.3	i	i	4.9	i
O=C(Cc1ccc(N2CCNC2=O)cc1)N1CCCC(Nc2ccc(F)c(F)c2)C1 (stereo not given)	i	i	1.6	i	i	i	-5.4	i	i	9.4	i
Nc1nc(CSc2ncn(-c3ccccc3)n2)cs1	i	i	8.5	i	i	i	-8.6	i	i	-3.0	i
CC(C)(CNC(=O)c1ccc(Br)o1)N1CCOCC1	i	i	-7.1	i	i	i	-4.2	i	i	-1.8	i
Cc1cc(-c2n[nH]c(=S)n2/N=C/c2ccc(C)s2)n[nH]1	i	i	4.3	i	i	i	-3.6	i	i	9.4	i
CC1CCN(C(=O)c2ccc(NC(=O)c3ccccc3)cc2)CC1	i	i	-6.9	i	i	i	-10.9	i	i	-2.9	i
COc1cccc(NC(=O)CCS(=O)(=O)c2ccc3c(c2)oc(=O)n3C)c1	i	i	0.4	i	i	i	-10.6	i	i	-4.6	i
Cc1ccc(NC(=O)CNS(=O)(=O)c2ccc(F)cc2)cc1C	i	i	-0.2	i	i	i	-8.7	i	i	3.0	i
CCc1ccc2nc3nc(C)cc(C)c3c(N)c2c1	i	i	7.5	i	i	i	-12.6	i	i	1.3	i
N=C1/C(=C\c2ccc(-c3ccc(C(=O)O)cc3)o2)C(=O)N=C2SC=C(c3ccccc3)N12	i	i	·	i	i	i	-17.1	·	i	41.0	i
CCOc1ccc2nc(NCCO)[nH]c2c1	i	i	-6.0	i	i	i	-5.8	i	i	-0.9	i
COCCn1c(=NC(=O)C(C)(C)C)sc2cc([N+](=O)[O-])ccc21	i	i	-7.0	i	i	i	-4.1	i	i	1.6	i
Cc1ccnc(NC(=O)CNC(=O)c2sc3ccccc3c2Cl)c1	i	i	-4.3	i	i	i	-10.3	i	i	-2.3	i
O=C(Nc1ccccc1C(=O)N1CCCCC1)c1cc(F)c(F)cc1Cl	i	i	1.7	i	i	i	-1.6	i	i	7.2	i
O=C(NCCc1ccco1)C(=O)NCC1OCCCN1S(=O)(=O)c1cc(F)ccc1F (stereo not given)	i	i	-10.8	i	i	i	-7.4	i	i	6.6	i
COc1ccc(OC(C)C(=O)N(C)Cc2nc(-c3ccc(OC)cc3)no2)cc1 (stereo not given)	i	i	3.3	i	i	i	-3.7	i	i	-4.3	i
O=C(OCc1cc(Cl)ccc1OC(F)F)c1ccc([N+](=O)[O-])o1	i	i	7.3	i	·	i	-5.7	i	·	29.4	i
CC(=O)N(CC1CCCO1)c1nnc(-c2ccccn2)s1 (stereo not given)	i	i	-7.4	i	i	i	-0.2	i	i	-3.7	i
CC(C)CCN1NC2(CCC(C)CC2)NC1=S (stereo not given)	i	i	4.4	i	i	i	-6.6	i	i	17.9	i
CCc1ccc(-c2nc(CS(=O)CC(=O)NC3CC3)c(C)o2)cc1 (stereo not given)	i	i	-7.3	i	i	i	-8.2	i	i	-0.7	i
CNC(=O)C1C2C=CC3(O2)C1C(=O)N(CCOC)C3C(=O)NCc1ccc(OC)cc1 (stereo not given)	i	i	-1.7	i	i	i	-4.7	i	i	2.6	i
CCC(C)Sc1nnc(NC(=O)C2CCN(C(=O)c3ccco3)CC2)s1 (stereo not given)	i	i	-4.2	i	i	i	-2.3	i	i	0.3	i
COc1ccc(OC)c(S(=O)(=O)Nc2cc3c4c(c2)C(C)C(=O)N4CCC3)c1 (stereo not given)	i	i	-3.4	i	i	i	-9.4	i	i	-0.3	i
Cc1ccc2nc(Cl)c(C3CC(c4cccs4)=NN3C(=O)CCC(=O)O)cc2c1 (stereo not given)	i	i	2.0	i	i	i	-1.9	i	i	4.8	i
Cc1cccc(C)c1OCC(=O)Nc1ccccc1N1CCCCC1	i	i	3.9	i	-9.32*	-7.6*	-20.9	i	i	85.7*	i
C=CCOc1ccc(/C=N/NC(=O)CC(=O)NC2CCCCC2)cc1	i	i	-2.3	i	i	i	-4.0	i	i	1.6	i
CCCc1n(CC(O)COC2CCCCC2)c2ccccc2[n+]1C (stereo not given)	i	i	-6.4	i	i	i	1.8	i	i	1.7	i
CCCCSc1nnc(-c2cc3c(C(F)(F)F)nn(C)c3s2)n1C	i	i	-4.8	i	i	i	-5.1	i	i	-0.8	i
CC(C)(C)C(=O)N1CCC(O)(CS(=O)(=O)Cc2ccccc2)CC1	i	i	2.7	i	i	i	-9.9	i	i	-2.6	i
CC(/C=N\NC(=O)c1ccc(C)nc1)=C\c1ccccc1	i	i	1.7	i	i	i	-6.5	i	i	-4.1	i
c1csc(C2=Nn3c(nnc3-c3ccncc3)SC2)c1	i	i	3.4	i	i	i	-12.0	i	i	-2.9	i
O=C(NN=C1c2ccccc2-c2ccccc21)c1ccccc1	i	i	12.3	i	i	i	-2.4	i	i	36.6	i
O=C(CNC(=S)NC(=O)c1ccc(Cl)cc1)c1ccccc1	i	i	-0.9	i	i	i	-11.4	i	i	-4.3	i
Cc1ccc2[nH]c3c(=O)n(CC(=O)NCCCN4CCN(c5ccc(F)cc5)CC4)ncc3c2c1	i	i	-10.2	i	i	i	-8.1	i	i	5.2	i
Cc1csc(=Nc2ccccc2)n1C	i	i	-1.8	i	i	i	-8.1	i	i	-1.3	i
CCc1ccc(CN2CCCC(CNC(=O)c3cc(OC)cc(OC)c3)C2)cc1 (stereo not given)	i	i	1.4	i	i	i	-4.2	i	i	0.1	i
CC(C)(C)n1cnc(C(N)=O)c1N	i	i	9.3	i	i	i	-6.4	i	i	-0.4	i
COc1cccc(N2CCN(C(=O)c3ccc(CSc4nc5ccncc5[nH]4)cc3)CC2)c1	i	i	5.0	i	i	i	-19.4	i	i	9.4	i
CN=C(C)c1c(O)c2ccccc2oc1=O	i	i	-3.0	i	i	i	4.9*	i	i	-4.3	i
O=C(NCCc1ccc(Cl)cc1)c1cnccn1	i	i	1.0	i	i	i	-7.0	i	i	-5.0	i

(further entries)
SMILES	KCNQ1 act	KCNQ1 inh	HDAC3 inh	RGS4 pot	KCNK3 block	KCNK9 inh	hERG protect	ANO1 block	ANO1 activ	SKKanGAS inh	RGS4 block
NS(=O)(=O)c1ccc(CNS(=O)(=O)c2cc(C(=O)O)ccc2Cl)cc1	i	i	2.8	i	i	i	-6.1	i	i	2.4	i
O=C(NCC1CCCO1)C1CCN(C(=O)c2ccc(Cl)cc2)CC1 (stereo not given)	i	i	·	i	i	i	-3.0	i	i	-4.6	i
CCOC(=O)c1[nH]c2ccccc2c1NC(=O)C1CCCCC1	i	i	0.4	i	i	i	4.8*	i	i	-8.9	i
Cc1ccc(CC(=O)Nc2cccc(S(=O)(=O)N3CCOCC3)c2)cc1	i	i	7.4	i	i	i	-3.1	i	i	-3.8	i
CCCN(c1ccc(OCC)cc1)S(=O)(=O)c1ccc2c(c1)CCN2C(=O)CCC(=O)O	i	i	2.5	i	i	i	-7.3	i	i	5.0	i
CCC(=O)c1ccc(OCC(=O)OCC(=O)N(C)CC(=O)Nc2ccc(F)cc2)cc1	i	i	·	i	i	i	-13.2	i	i	-10.1	i

Assay outcomes from PubChem BioAssay.
